# High-throughput results from PubChem.
# GSK3A inh = human GSK-3 alpha kinase inhibition; inhibition, % at 10 µM; P49840; ADP-Glo luminescence, 60 min; AID 2650; 320,000 compounds, 0.1% hits;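 in the data active = inhibition above about 50%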;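 also: GST-tagged GSK-3 alpha with peptide substrate and 25 µM ATP; 0% = DMSO neutral wells and 100% = GW8510 positive control wells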
# Target sequence (P49840 whole entry, looked up): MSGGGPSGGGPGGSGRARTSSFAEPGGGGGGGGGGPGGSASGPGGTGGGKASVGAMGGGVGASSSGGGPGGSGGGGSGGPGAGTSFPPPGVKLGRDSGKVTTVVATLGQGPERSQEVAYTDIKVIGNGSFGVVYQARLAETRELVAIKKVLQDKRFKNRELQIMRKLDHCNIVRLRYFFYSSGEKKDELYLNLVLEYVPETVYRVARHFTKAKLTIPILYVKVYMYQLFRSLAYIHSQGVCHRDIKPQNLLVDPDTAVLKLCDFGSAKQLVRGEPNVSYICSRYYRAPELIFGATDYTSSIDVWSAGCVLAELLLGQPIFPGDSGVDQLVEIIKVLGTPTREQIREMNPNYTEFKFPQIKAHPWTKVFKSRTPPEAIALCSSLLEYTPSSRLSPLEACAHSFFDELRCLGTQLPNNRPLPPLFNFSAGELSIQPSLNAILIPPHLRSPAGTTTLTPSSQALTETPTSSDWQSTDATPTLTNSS
# HSF-1 act = increases HSF-1 driven luciferase reporter signal; NIH3T3-HGL HSF-1 luciferase reporter, MG132, 8 h; 100% = twice DMSO control signal; AID 504408; activation, % at 9 µM; 300,000 compounds, 1.7% hits;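 active = mean replicate activation of at least 50% with a set share of replicates each reaching 50%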;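 also: 0% = median of the neutral control wells and 100% = twice that signal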
# HSF1 inh = HSF1 inhibition; 300,000 compounds, 0.77% hits; NIH3T3-HGL HSE-luciferase, MG132-induced, luminescence 8 h; stronger effect = lower value; activity change, negative = inhibition, % at 7.5 µM (by protocol); AID 2098;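 active = more than half of replicate wells show activity change below -50%, luminescence cut by over half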;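 also: luciferase reports HSF-1 transcriptional activity via heat shock element; 0% = median of DMSO wells and -100% = zero luminescence signal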
# GSK3B inh = blocks human GSK3beta kinase activity. P49841. GST-GSK3beta kinase, ADP-Glo luminescence, 60 min; stronger effect = lower value. activity score (negative = inhibition), % at 10 µM. 300,000 compounds, 0.038% hits. AID 2097;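 active = more than half of replicate wells score below -50%, meaning over 50% inhibition versus plate controls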;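 also: 0% = median DMSO wells and -100% = median GW8510 positive control wells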
# Target sequence (P49841 whole entry, looked up): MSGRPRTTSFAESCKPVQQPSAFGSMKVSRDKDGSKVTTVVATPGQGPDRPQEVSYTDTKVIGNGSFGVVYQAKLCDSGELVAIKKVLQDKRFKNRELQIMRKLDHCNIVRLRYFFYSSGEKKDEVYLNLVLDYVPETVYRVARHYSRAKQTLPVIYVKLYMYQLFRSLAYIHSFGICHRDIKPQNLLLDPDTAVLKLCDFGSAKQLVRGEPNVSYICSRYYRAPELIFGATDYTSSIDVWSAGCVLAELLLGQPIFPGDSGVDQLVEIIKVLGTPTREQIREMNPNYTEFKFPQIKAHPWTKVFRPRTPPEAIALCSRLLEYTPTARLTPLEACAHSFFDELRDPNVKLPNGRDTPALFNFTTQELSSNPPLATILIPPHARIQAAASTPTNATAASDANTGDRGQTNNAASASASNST
#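 Assay system: GST-fused GSK3beta enzyme, cell-free / Medium: Tris pH 7.5 buffer with MgCl2, DTT, BSA, heparin / Also added: peptide substrate plus 25 µM ATP (final) / Compound: 10 µM single point / Timing: kinase reaction with compound 60 min at room temperature / Detection: ADP-Glo luminescence / Benchmarks: DMSO neutral wells and GW8510 at 20 µM as positive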
# IEC-6 tox = kills IEC-6 intestinal cells in KLF5 counter-screen | IEC-6 cytotoxicity, luminescence viability | inhibition, % at 5 µM | 290,000 compounds, 0.78% hits; in the data active = inhibition above about 22%;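 also: 0% = plate median of test compound wells and 100% = cytotoxic reference compound wells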
# HSP90 refold inh = blocks HSP90-mediated luciferase refolding in reticulocyte lysate | Rabbit reticulocyte lysate, luciferase refolding luminescence, 3 h | inhibition, % at 5.6 µM | 290,000 compounds, 0.91% hits | AID 1789;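 active = inhibition above the screen-wide mean plus 3 SD, computed separately per campaign, cut at about 16% in these data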;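 also: 0% = DMSO wells and 100% = 60 µM geldanamycin wells; inhibitors lower the luminescence because luciferase stays unfolded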
# aSyn UTR inh = 5' untranslated region of α-synuclein, MLPCN primary screen | inhibition, % (tested at 7.5 µM) | 300,000 compounds, 0.82% hits | alpha-synuclein 5'UTR reporter, inhibitor activity; in the data active = inhibition above about 60%;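 also: H4 neuroglioblastoma cells stably carrying SNCA 5'UTR luciferase fusion; 0% = DMSO wells and 100% = positive control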
# Platelet DG rel = platelet dense granule release activity; human platelet-rich plasma, SFLLRN dense granule ATP release, luminescence; inhibition, %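 (compounds screened at 7.5 µM in platelet-rich plasma)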; 300,000 compounds, 0.22% hits;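 active = mean replicate score, as percent of positive control, at or above 50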
# KLF5 inh = kruppel-like factor 5 inhibition; DLD-1 KLF5 promoter-luciferase reporter, luminescence; inhibition, % at 5 µM; 290,000 compounds, 0.23% hits;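 active = inhibition above a per-plate limit of that plate's mean compound inhibition plus 3 SD, cut at about 60% in these data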;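 also: 0% = DMSO wells and 100% = LY294002 at 200 µM; higher means less KLF5 promoter-driven luciferase light; inactives centre near -14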
# Dyrk1A ADPGlo = Dyrk1A (rat) kinase inhibition; Q63470; ADP-Glo luminescence, NFATc1 peptide; inhibition, % at 12.5 µM; 310,000 compounds, 0.43% hits; in the data active = inhibition above about 50%;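 also: plate controls were vehicle with enzyme for no effect and no enzyme for full effect; many of its hits are not listed in these tables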
# An asterisk follows results filed as active; x = no result given. The list is partial; rates above refer to the full screens.
SMILES,GSK3A inh,HSF-1 act,HSF1 inh,GSK3B inh,IEC-6 tox,HSP90 refold inh,aSyn UTR inh,Platelet DG rel,KLF5 inh,Dyrk1A ADPGlo
CC(=O)c1c(C)[nH]c(C(=O)Nc2nc(-c3ccc(-c4ccccc4)cc3)cs2)c1C,14,14,13,-1,7,3,-35,-8,3,0
Cc1cc(C)nc(-n2ncc3c2CC(C)CC3=O)n1 (stereo unspecified),-3,-11,4,-2,-5,5,11,-15,3,x
COC(=O)c1ccccc1NC(=S)NC(=O)c1ccccc1C,0,9,9,-4,0,-2,5,-1,-37,9
NNc1nc2c(F)cc(F)cc2s1,-1,2,-2,0,4,4,-164,-4,-62,-13
Cn1c(=O)oc2cc(S(=O)(=O)Nc3ccccc3)ccc21,1,12,1,5,-5,-4,13,-2,-13,1
CCOC(=O)C1CCN(CC(O)COCc2ccccc2)CC1 (stereo unspecified),7,-4,-7,3,2,7,-1,3,2,-1
O=C(Nc1cccc(S(=O)(=O)NC2=NCCC2)c1)c1cc(-c2ccco2)nc2ccccc12,4,-16,-5,-1,0,3,14,-1,-8,-1
Cn1cc(CN2C[C@]3(C)C[C@H]2CC(C)(C)C3)c(-c2ccc3c(c2)OCCO3)n1,0,35,16,3,2,-2,-12,-9,-27,-3
CC(C)c1ccc(OCC(=O)NC(C)c2ccccc2)cc1 (stereo unspecified),-3,7,2,2,-4,-2,7,-13,-15,-1
COC(=O)COc1cccc2c(=O)n(CC(=O)N3CCCCC3)ccc12,-1,3,3,0,-5,2,10,-3,-23,-4
CCOC(=O)N1CCN(C(=O)CN2C(=O)COc3ccc(C(C)(C)C)cc32)CC1,1,1,-6,3,-2,2,-14,-7,-8,-4
COc1ccc2c(C)cc(=O)[nH]c2c1,-1,-4,3,-1,0,-2,21,2,-10,36
Cc1ccccc1NC(=O)CN(c1ccc(F)cc1)S(C)(=O)=O,0,7,0,1,-1,0,-2,1,-28,-2
Cc1cc(C)n2c(SCc3ccc(Br)cc3)nnc2n1,-1,13,-3,2,8,6,-26,-13,-8,x
COc1ccc(C2c3ccc(O)cc3Oc3ncn4nc(-c5cccnc5)nc4c32)cc1OC (stereo unspecified),x,6,3,0,-4,0,49,-1,-2,-1
O=C1c2ccccc2S(=O)(=O)c2cc(C(=O)N3CCC(O)CC3)ccc21,-1,-12,-5,0,x,x,14,0,x,-1
COc1ccc(CN2CCN(C)CC2)cc1OCc1ccccc1,-6,-8,-6,1,5,-3,8,5,6,-8
S=c1[nH]nc(-c2ccccc2)n1C1C=CCCC1 (stereo unspecified),4,2,-4,0,-2,-2,17,-1,-28,-3
CC(=O)N(C)c1ccc(NC(=S)Nc2ccccc2)cc1,5,39,14,-5,-1,0,-32,3,-30,6
O=C(Nc1ccc2c(c1)OCCO2)C(=O)NC1CC1,0,40,20,1,-1,9,-74,2,-93,1
Cc1ccc(NC(=O)CSc2sc3c(O)cc(=O)[nH]c3c2C#N)cc1C,-1,7,-2,4,-2,1,6,2,-40,0
O=C1c2ccccc2C(Nc2ccc(S(=O)(=O)N3CCOCC3)cc2)N1Cc1ccco1 (stereo unspecified),-5,16,2,1,0,1,-1,1,-25,-3
Cc1nn(-c2ccccc2)nc1CNC(=O)c1ncoc1-c1ccccc1,1,x,x,-2,-3,-1,x,x,-17,x
COc1cccc(/C=C(\C#N)C(=O)NC2CCS(=O)(=O)C2)c1 (stereo unspecified),1,-12,0,9,-1,-5,16,30,-20,3
COc1ccc(C(=O)C2CCCN(C(=O)c3ccnn3C)C2)cc1OC (stereo unspecified),-2,15,4,3,1,0,18,3,-4,-4
COc1ccc(C2CC(=O)C(C3NCCc4ccccc43)=C(O)C2n2cncn2)cc1 (stereo unspecified),-4,-11,-13,1,-9,1,-37,3,-4,8
Cc1nc2ccc(NC(=O)COc3ccccc3)cc2s1,x,x,x,3,-2,-3,x,x,-7,x
Clc1ccc2c(N/N=C/c3cccnc3)ccnc2c1,-2,39,15,3,2,3,-81,-6,5,2
CCOC(=O)C1=C(c2ccccc2)Nc2ncnn2C1c1cc(OC)ccc1OC (stereo unspecified),-2,8,-4,3,-2,-1,3,2,-3,5
O=C(NC1CCCCCC1)c1ccc(Br)o1,-1,-16,-1,-1,8,0,-25,4,-21,-7

# The last four records of the part above open the next one:
SMILES,GSK3A inh,HSF-1 act,HSF1 inh,GSK3B inh,IEC-6 tox,HSP90 refold inh,aSyn UTR inh,Platelet DG rel,KLF5 inh,Dyrk1A ADPGlo
Cc1nc2ccc(NC(=O)COc3ccccc3)cc2s1,x,x,x,3,-2,-3,x,x,-7,x
Clc1ccc2c(N/N=C/c3cccnc3)ccnc2c1,-2,39,15,3,2,3,-81,-6,5,2
CCOC(=O)C1=C(c2ccccc2)Nc2ncnn2C1c1cc(OC)ccc1OC (stereo unspecified),-2,8,-4,3,-2,-1,3,2,-3,5
O=C(NC1CCCCCC1)c1ccc(Br)o1,-1,-16,-1,-1,8,0,-25,4,-21,-7
CCN(CC)c1ccc(/C=C2\C(=O)c3ccc(C(=O)O)cc3C2=O)cc1,23,x,x,x,-20,8,x,x,-18,61*
CC12CCC(C(=O)Nc3ccccc3Br)(C/C1=N\O)C2(C)C (stereo unspecified),3,-18,3,2,-3,-4,9,-2,-10,5
O=c1c2ccccc2nnn1CSc1nnc2sc3ccccc3n12,-1,28,-3,0,-2,1,34,-2,-189,x
CCOC(=O)N1CCC(N(CCN(C)C)C(=S)Nc2cc(Cl)ccc2C)CC1,0,-2,0,-1,1,-4,18,-2,0,1
NC(=O)c1cccnc1Oc1ccccc1,-1,-5,3,-2,0,7,19,6,-26,1
CC(C)C(=O)Nc1nnc(CCc2ccccc2)s1,-3,1,5,-1,-1,2,-30,-6,-54,x
Cc1ccc(S(=O)(=O)N/N=C/c2cccc3nccnc23)cc1,-3,-1,-4,-24,-2,0,-4,4,6,-5
CSc1ccc(C2Nc3cccc4cccc(c34)N2)cc1,0,1,-5,-2,2,3,-57,8,-34,9
CC(NC(=O)c1cccs1)C1CCCO1 (stereo unspecified),-1,1,-10,-4,9,2,2,-1,8,3
CC(OC(=O)c1ccc2c(c1)OCCO2)C(=O)NC1CCCCC1C (stereo unspecified),-1,-2,2,-1,x,x,12,4,x,8
O=C(N[C@@H](Cc1ccccc1)c1nc2ccccc2[nH]1)c1cc([N+](=O)[O-])ccc1Cl,-2,23,6,3,3,1,26,2,-10,-1
COc1ccc2[nH]cc(CCNC(=O)C3CC(=O)N(c4ccc(Cl)cc4)C3)c2c1 (stereo unspecified),3,-9,4,-3,4,2,16,11,9,4
CC(C)OCCCNC(=O)c1cc2c(=O)n(C)c3ccccc3c2n1C,x,-6,-5,-1,5,-1,2,4,-53,9
CCCC(=O)N1CCN(c2ccc(NC(=O)c3cccs3)cc2)CC1,x,53*,30,1,0,-6,-8,2,-3,-2
O=C1CCCN2N=C(SCC(=O)Nc3ccc(F)cc3F)SC2=N1,-2,4,1,-2,-1,-3,-19,3,-5,-2
S=C(NCc1ccccc1)N1CCN(Cc2ccc3c(c2)OCO3)CC1,-2,-5,-1,1,4,0,-17,-1,0,0
O=S(=O)(c1ccccc1)c1nc(-c2ccccc2)oc1N1CCOCC1,0,-16,2,3,1,3,4,-4,0,x
COc1ccccc1CN1C(=O)CN(C2CCCCCC2)C(=O)C1c1ccc(F)cc1 (stereo unspecified),1,24,5,0,3,4,-8,-4,-8,3
O=C(NCCN1CCOCC1)c1cc2cc([N+](=O)[O-])ccc2s1,0,-8,-6,0,5,2,10,-7,4,15
CCCCC(=O)Nc1sc2c(c1C(N)=O)CCC2,7,12,8,1,-1,-2,-85,-2,-55,4
Cc1cc(F)c(F)c(C(=O)N2CCOCC2)c1,-2,-4,-2,0,6,1,14,5,-31,6
Cc1ccc(S(=O)(=O)N(C)c2ccc(OCC(=O)Nc3nnc(C4CC4)s3)cc2)cc1,x,-16,1,1,-2,-3,-14,2,-9,-1
CCOC(=O)c1[nH]c(C)c(C(=O)OCC(=O)N(C)C2CCS(=O)(=O)C2)c1C (stereo unspecified),0,23,-1,2,-1,-1,12,0,-19,5
Cc1cc(C)nc(N2CCC(C(=O)NCCc3ccccc3)CC2)n1,-2,-19,-3,2,-4,-1,14,0,-2,-1
CCC(=O)Oc1ccc2c(c1)O/C(=C\c1ccco1)C2=O,0,17,20,0,-10,0,-43,2,-47,18
O=C(Cc1ccccc1)NCCC1=CCCCC1,1,1,2,0,0,0,-18,-10,-10,-8
CCCc1nnc(NC(=O)CCC(=O)NCc2ccc(Cl)cc2Cl)s1,0,-8,3,1,-4,-3,9,-1,-13,-4
Cc1[nH]n(C(C)(C)C)c(=O)c1Sc1ccccc1,-9,-1,-2,-1,-2,-3,2,-3,-50,1
COc1ccc(C(=O)C2CCCN(C(=O)c3noc4c3CCCC4)C2)cc1F (stereo unspecified),1,-11,-2,0,-3,-1,-4,-11,-14,-2
CCCCCn1c(CN2CCN(C(=O)OCC)CC2)nc2c1c(=O)n(C)c(=O)n2C,-6,-3,-10,6,-2,-3,-3,0,-12,-1
COc1ccc(NC(=O)c2cccc(Cn3cc(Br)cn3)c2)cn1,-2,-1,7,0,0,4,19,18,-24,0
Cc1ccc(S(=O)(=O)n2c(N)nc3ccccc32)cc1,-1,22,-4,0,10,-2,9,-3,-17,-3
Cc1ccc2[nH]c(C(=O)N/N=C/c3ccccc3C(=O)O)c(-c3ccccc3)c2c1,7,21,8,-7,-2,-6,-2,-1,-30,7
COc1ccc(NC(=O)C/C(C)=N/NC(=O)C(=O)NC(C)C)c(OC)c1,-4,x,x,-3,1,5,5,-3,5,-6
CCOC(=O)Cc1c(Sc2ccccc2)c2cc(C)ccc2n1C,-2,28,-2,0,-6,-1,6,3,-20,3
COc1ccccc1N1CCN(C(CNS(=O)(=O)c2cccs2)c2cccnc2)CC1 (stereo unspecified),1,1,4,3,8,4,13,1,-3,5
Cc1ccc2c(c1)C(c1ccc([N+](=O)[O-])cc1)=NNC(c1ccc(Br)cc1)=N2,-1,33,27,0,3,-1,-27,-2,6,1
CCOc1ccc(/C=N/n2nnnc2N)cc1OCC,2,39,-1,0,-4,3,14,4,-30,10
CCOC(=O)N1CCN(C(=O)c2ccc3c(=O)n(CCc4ccccc4)c(=S)[nH]c3c2)CC1,1,-13,-3,0,2,4,4,0,-5,0
CCOC(=O)C1CCN(C(=O)C2(NC(=O)Nc3ccccc3Cl)CCCCC2)CC1,1,1,-9,1,-10,-4,2,0,-8,-7
CC(C(=O)NC1C=CS(=O)(=O)C1)N1C(=O)/C(=C\c2ccccc2)SC1=S (stereo unspecified),-1,29,6,-2,-2,-3,-41,-2,-25,1
NC(=S)N/N=C\c1c2ccccc2cc2ccccc12,-2,x,x,x,6,3,x,x,-1,10
